# S1P1 ag-PAM – S1P1 (human) agonism or agonism potentiation. P21453. S1P1 CRE-bla cells, forskolin, beta-lactamase FRET, potentiator mode; S1P1 agonist co-added at EC20, 2 nM; 100% = saturating reference agonist, 0% = basal. 0.57% of 56,000 active. activation, % at 9.5 µM;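 active = activation above a cutoff set at the mean activation of all tested compounds plus 3 SD, cut at about 54% in these data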;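 also: forskolin at 4 µM as EC80 and the EC20 agonist is SEW2871; 100% = SEW2871 at its EC100 plus forskolin at EC80; some compounds past the cut are filed as inactive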
# Target sequence (P21453 whole entry, looked up): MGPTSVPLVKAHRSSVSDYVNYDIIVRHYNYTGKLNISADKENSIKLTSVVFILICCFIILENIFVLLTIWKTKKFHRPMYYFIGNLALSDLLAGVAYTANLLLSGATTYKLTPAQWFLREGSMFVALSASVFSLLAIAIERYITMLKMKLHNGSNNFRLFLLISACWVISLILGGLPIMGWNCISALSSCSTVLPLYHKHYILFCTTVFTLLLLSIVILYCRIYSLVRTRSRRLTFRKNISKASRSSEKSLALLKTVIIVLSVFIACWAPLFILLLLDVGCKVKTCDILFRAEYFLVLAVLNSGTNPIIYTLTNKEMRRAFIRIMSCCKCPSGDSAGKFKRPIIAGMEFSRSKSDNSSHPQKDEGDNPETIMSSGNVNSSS
# 5HT1E ag – 5-HT1E (human) receptor agonism; P28566; CHO 5-HT1E Ga15 NFAT-bla reporter, FRET; 0% DMSO wells, 100% control agonist wells; activation, % at 6 µM; 0.69% of 65,000 active; AID 574;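 active = activation above a set limit, the screen-wide mean activation plus 3 SD, cut at about 8.5% in these data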;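 also: 100% = positive control agonist at 1 µM giving full maximal response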
# RORA act – activators of human nuclear receptor RORA; P35398; CHO-K1 Gal4-RORA LBD luciferase reporter, luminescence; percent increase over mock-subtracted basal signal; activation, % at 10 µM; 1.5% of 65,000 active; AID 560;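 active = activation above the mean of all tested compounds plus 3 SD, cut at about 49% in these data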;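 also: 0% = DMSO-treated RORA cells and 100% = added signal equal to DMSO minus mock-transfected cells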
# HTR1E antagonist – antagonists of human 5-HT1E serotonin receptor | P28566 | CHO 5-HT1E Ga15 NFAT-bla reporter, FRET, antagonist | inhibition, % at 6 µM | 0.99% of 65,000 active;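 active = inhibition above a set limit, the mean inhibition across every tested compound plus 3 SD, cut at about 29% in these data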;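 also: signal is the 460 over 535 nm emission ratio of beta-lactamase substrate; 0% = agonist plus DMSO wells and 100% = wells without agonist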
# 5HT1a antag – blocks the human serotonin 5-HT1a receptor; AID 612; P08908; CHO 5-HT1a Ga15 NFAT-bla reporter, antagonist mode; inhibition, % at 10 µM; 0.68% of 62,000 active;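 active = inhibition above the mean of all tested compounds plus 3 SD, cut at about 43% in these data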;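 also: receptor stimulated by 5-CT agonist at 100 nM near EC80; beta-lactamase reporter measured by ratiometric fluorescence of a cleavable substrate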
# Target sequence (P08908 whole entry, looked up): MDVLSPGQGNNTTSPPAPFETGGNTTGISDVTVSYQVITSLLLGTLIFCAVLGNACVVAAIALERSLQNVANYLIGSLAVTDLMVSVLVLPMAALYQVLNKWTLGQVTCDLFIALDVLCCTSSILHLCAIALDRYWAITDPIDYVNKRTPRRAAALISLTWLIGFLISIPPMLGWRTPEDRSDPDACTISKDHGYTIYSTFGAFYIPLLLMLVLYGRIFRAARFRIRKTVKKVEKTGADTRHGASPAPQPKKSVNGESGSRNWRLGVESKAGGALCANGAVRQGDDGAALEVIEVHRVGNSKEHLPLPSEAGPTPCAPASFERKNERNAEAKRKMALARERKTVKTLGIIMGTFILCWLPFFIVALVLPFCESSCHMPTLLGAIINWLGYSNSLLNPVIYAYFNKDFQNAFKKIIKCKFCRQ
# S1P3 ag – agonists of human S1P3 receptor | activation, % at 4.5 µM | S1P3 NFAT-BLA reporter cells, agonism, FRET ratio; relative to 1 µM S1P, basal subtracted | 0.1% of 60,000 active;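 active = activation above the screen-wide mean plus 3 SD, cut at about 4.5% in these data, passing the limit was not always enough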; also: some compounds called inactive have numbers as strong as hits
#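 Assay system: CHO cells stably expressing human S1P3, Gα16 and NFAT-β-lactamase reporter. Timing: overnight plating, 4 h compound 37 °C, 2 h substrate RT. Signal: β-lactamase FRET emission ratio 460/535 nm. Measure: percent activation versus median 1 µM S1P response, basal-subtracted, per plate. Repeats: primary screen single test, confirmation screen in triplicate.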
# SF1 activator – activates the human nuclear receptor SF-1 | Q13285 | CHO-K1 Gal4-SF-1 LBD luciferase reporter; % increase over DMSO SF-1-specific signal | activation, % at 10 µM | 1.9% of 65,000 active;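 active = activation above the mean activation of all tested compounds plus 3 SD, cut at about 50% in these data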
#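 Compound – one dose, 10 µM compound, 1% DMSO · Test system – transient Gal4-SF-1 LBD reporter, CHO-K1 · Input – 4,000 cells in each well · Read-out basis – percent activation relative to DMSO median and mock-transfected background · Replicates – single measurement per compound · Technique – steady-glow luciferase luminescence, read after 15 min reagent incubation · Timing – 20 h compound treatment, 37 °C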
# AP ELISA ortho – orthogonal test for alternative complement pathway inhibitors; Human serum alternative complement pathway, LPS-coated ELISA, C3 deposition; tested in compound mixtures; inhibition, % at 5 µM; 0.08% of 62,000 active;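 active = inhibition above 30% in each of the two pooled mixtures holding the compound, so the lower value exceeds 30%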;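 also: 0% = serum in Mg-EGTA without compound and 100% = EDTA serum blank; some compounds past the cut are filed as inactive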
#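 Medium: diluted human serum in Mg2+-EGTA GVB++. Assay system: human serum complement alternative pathway, C3 deposition onto LPS. Also added: Plate-bound LPS. Technique: Anti-C3 ELISA, OD 450 nm. Measure: percent inhibition. Incubation: 1 h at 37 °C. Dosing: 5 µM each compound, pools of ten, 50 µM per pool.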
# Ecoli tolC – growth inhibitors of E. coli BW25113 tolC mutant; OD615; growth inhibition, % at 10 µM (by protocol); 2.2% of 65,000 active;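 active = growth inhibition at or above a cutoff equal to the mean over every tested compound plus 3 SD, cut at about 60% in these data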;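 also: growth measured after 20 h incubation at 37 °C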
#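 Assay system: tolC-deleted E. coli BW25113. Medium: kanamycin-containing LB broth (50 µg/mL). Dosing: 10 µM final, single dose. Timing: bacterial growth with compound for 20 h at 37 °C. Detection: A615 absorbance measurement. Read-out basis: growth inhibition in percent.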
# Numbers without * were called inactive; . = no result given.
SMILES,S1P1 ag-PAM,5HT1E ag,RORA act,HTR1E antagonist,5HT1a antag,S1P3 ag,SF1 activator,AP ELISA ortho,Ecoli tolC
CCn1c2c(c3cc(C(=O)O)ccc31)CCCC2=O,-18,-0.8,-6,-4,-13,-0.6,-9,17,-9
Cc1cc(C)n(-c2cc(=O)n(C)c(=O)n2C)n1,.,0.2,-12,12,1,.,-15,2,-12
Cc1ccc(N2C(=O)CSC2c2cccs2)cc1 (centres undefined),0,-0.6,-7,-1,8,0.1,-12,19,9
Cc1cc(C)c(NC(=O)c2cc3c(nc4sccn43)s2)c(C)c1,0,-0.3,7,29*,23,1.0,18,17,11
O=C(NC1CCN(C(=O)Nc2ccccc2)CC1)C1CCCCC1,-10,-0.2,-1,1,-4,-0.8,-5,10,-13
CCc1nnc(NC(=O)c2cccc(S(=O)(=O)N3CCc4ccccc43)c2)s1,.,-1.5,-8,-4,-9,.,8,13,15
Fc1ccccc1N1CCN(C2CCN(Cc3c[nH]c4ccccc34)CC2)CC1,-14,0.2,-4,-5,-4,-0.4,2,7,-4
COc1cc(C(c2nnnn2C(C)(C)C)N2CCN(C)CC2)cc(OC)c1OC (centres undefined),0,6.5,-2,-6,-12,-0.6,13,-9,-12
N#Cc1cc2c(=O)n3ccccc3nc2n(CCCn2ccnc2)c1=N,-7,2.2,-8,6,-20,2.1,10,7,1
COc1ccc2nc(NC(=O)Cn3cnc4c(=O)n(C)c(=O)n(C)c43)sc2c1,-22,-0.8,-9,-12,-16,-0.9,9,19,28
Cc1ccc(C(c2nnnn2Cc2cccs2)N2CCN(Cc3ccc4c(c3)OCO4)CC2)cc1 (centres undefined),-1,-0.2,8,5,36,-0.6,4,-2,29
O=C(Nc1nnc(COc2ccccc2)s1)c1ccco1,-22,0.2,4,3,7,-0.5,6,-6,-13
O=C(c1cccc(COc2ccc(Cl)cc2Cl)c1)N1CCN(c2ccccn2)CC1,17,-1.6,29,5,3,-0.6,76*,-1,86*
CC(NC(=O)c1cc(-c2ccc(Br)cc2)on1)c1ccccc1 (centres undefined),-31,0.5,-4,0,-9,0.1,10,7,3
CN(CC(=O)NCCN1CCN(Cc2ccccc2)CC1)S(=O)(=O)c1cccc2nsnc12,-7,0.0,-6,-4,-19,0.0,1,7,-20
O=C(c1ccc(S(=O)(=O)N2CCOCC2)cc1)N(c1ccc(F)cc1)C1C=CS(=O)(=O)C1 (centres undefined),-4,-1.0,16,-8,-8,-1.0,8,12,-7
COc1ccc(N(CC(=O)Nc2cc(Cl)ccc2OC)S(=O)(=O)c2c(C)noc2C)cc1,-20,0.2,34,35*,23,-0.1,17,9,24
CCOC(=O)N1CCN(C(=O)CSc2nnc(-c3cc(OC)cc(OC)c3)o2)CC1,3,-0.6,2,8,-12,-1.1,-8,-1,-4
CC(C)c1nc2oc3c(N4CCNCC4)ncnc3c2c2c1CCC2,-37,0.8,26,24,4,-1.2,15,15,.
COc1ccc(OC)c(NC(=O)C2CC(C)=C(C)CC2C(=O)O)c1 (centres undefined),-23,-0.7,11,3,2,0.0,12,12,-2
COc1cccc2sc(N(C)c3ccccc3)nc12,-6,-1.1,3,-11,15,-0.8,19,-6,6
CCCC(C(=O)NC1CCCCC1)N(Cc1ccco1)C(=O)CNS(=O)(=O)c1ccccc1 (centres undefined),13,-1.2,-24,5,19,0.4,6,11,14
COC(=O)c1ccc2c(=O)n(CC3CCCO3)c(SCC(=O)Nc3ccccc3OC)nc2c1 (centres undefined),1,1.1,7,10,16,-0.7,17,12,16
O=C(CCN1CCOCC1)Nc1c(-c2ccccc2)c2cc(Br)ccc2[nH]c1=O,1,0.4,5,5,-13,-0.8,13,.,-5
COc1ccc(-n2ncc3c(N4CCCc5ccccc54)ncnc32)cc1,.,0.1,50*,5,-14,.,33,7,41
Cn1c(SCC(=O)N2CCCc3ccccc32)nnc1-c1c[nH]c2ccccc12,.,0.0,-5,4,0,0.3,-6,.,8
CC1(C)CC(=O)N(CC(=O)NCc2ccc(F)cc2)c2ccccc2S1(=O)=O,-29,-1.0,-10,1,0,-1.1,-3,12,-6
O=C(CN1CCOc2ccccc21)N1CCN(c2cccc(Cl)c2)CC1,5,1.3,-3,10,16,-0.9,-13,26,13
O=C(O)CSc1nc(-c2ccccc2)nc2c1oc1ccccc12,21,-0.1,7,0,17,-0.8,-4,9,44
O=C(Nc1ccc(S(=O)(=O)N2CCC(C(=O)NC3CCCCC3)CC2)cc1)c1ccco1,-12,-0.2,-12,2,-9,-0.2,-8,4,-4
CCN(CC)c1ccc(NC(=O)c2cnc3ccccn3c2=O)c(C)c1,-9,-0.1,-10,-15,-25,-0.2,-13,7,-3
OC(COCc1cccs1)CN1CCN(c2ccccn2)CC1 (centres undefined),.,0.5,2,10,1,.,0,14,-13
Nc1cccc2c1C(=O)N(C(=O)c1ccc(S(=O)(=O)N3CCCCCC3)cc1)C2=O,.,-0.7,-16,18,8,.,9,6,-10
COc1ccc(OC)c(NC(=O)CN2CCN(C(=O)c3ccco3)CC2)c1,-4,-0.5,-14,5,-1,-0.5,7,9,-8
Cc1cc(NC(=O)C2CCCC2)nc2c1c(=O)oc1ccccc12,.,-1.4,4,-2,-20,.,-2,0,30
Cc1csc(SCC(=O)Nc2ccc(S(=O)(=O)N3CCCC3)cc2)n1,-9,-0.5,-2,-12,-4,0.1,-14,16,25
Cc1cccc(CC2CC(=O)N(c3ncccn3)C2=O)c1 (centres undefined),-5,0.5,2,-3,8,-0.7,5,5,-17
O=C1CCc2cc(S(=O)(=O)NCCC(=O)NC3CCN(Cc4ccccc4)CC3)ccc2N1,6,-0.6,2,-1,-4,-0.4,21,17,-18
O=C(NC(Cc1ccccc1)C(=O)N1CCN(c2ccccn2)CC1)c1ccco1 (centres undefined),-7,-0.9,1,-2,1,-1.6,20,-3,10
Cc1c(Cl)ccc2c1NC(=O)[C@]21[C@@H]2C(=O)N(Cc3ccccc3)C(=O)[C@@H]2[C@@H]2CCCN21,-9,-0.3,0,3,-1,0.7,3,1,51
COC(=O)Oc1c(Br)c(=O)oc2ccccc12,-8,-0.7,20,-5,-14,-0.1,-19,-10,-31
Cc1ccc(-c2cc(C(F)F)nc(NCC3CCCO3)n2)cc1 (centres undefined),.,-0.9,2,23,-4,.,22,0,17
O=c1c2ccccc2nnn1CSc1nc2cc(Cl)ccc2c(=O)n1Cc1ccco1,8,0.5,-6,-7,-3,0.5,-4,-8,-7
CCOC(=O)Cc1csc(SCC(=O)N2CCN(c3ccc(OC)cc3)CC2)n1,16,0.4,-13,-15,-14,0.0,-1,1,5
CCCS(=O)(=O)N1CCCC(C(=O)NCCCN2CCN(c3ccc(F)cc3)CC2)C1 (centres undefined),-8,-0.7,-4,7,27,-0.4,2,2,-11
CCOC(=O)/C=C/S(=O)(=O)c1ccc(NC(C)=O)cc1,152*,-1.3,-16,89*,98*,-2.0,-15,-4,-13
CCOC(=O)c1[nH]c2ccc(OC)cc2c1NS(=O)(=O)c1ccc(OC)cc1OC,8,-0.1,-6,3,7,-0.4,-1,11,11
CCCC(=O)Nc1ccc(NC(=O)c2ccccn2)cn1,.,0.5,89*,9,-4,.,27,13,-2
COc1cccc(C(=O)Nc2ncc3c(n2)CC(C)(C)CC3=O)c1,12,0.1,7,1,8,-1.2,24,4,-13
CCCC(=O)Nc1ccccc1N1CCN(C(=O)C(C)C)CC1,4,-1.0,10,0,8,-0.6,-4,22,-19
O=C(c1ccc(S(=O)(=O)N2CCOCC2)cc1)N(c1ccccc1)C1C=CS(=O)(=O)C1 (centres undefined),-12,-0.2,-3,-7,-11,1.1,-5,4,-21
CC(C)C1CC(c2csc(N)n2)CCO1 (centres undefined),9,0.5,-4,18,-6,-1.3,37,12,-21
O=C(COc1ccccc1)NCCc1cn2ccsc2n1,-4,0.8,-3,-1,-10,-0.7,-6,12,-2
Cc1cc(C)n(-c2c(F)c(F)c(CN3CCOCC3)c(F)c2F)n1,-5,-0.2,-1,-3,-8,-0.6,-10,14,-20
O=C1C2C(C(=O)N1Cc1cccnc1)C1C=CC2C12CC2 (centres undefined),.,0.3,-7,9,3,0.1,-17,1,-13
CCN(CC)CCCNc1oc(-c2cccc(Cl)c2)nc1C#N,-4,-0.7,6,-7,-7,-0.2,-5,5,5
CCc1ccc(OCC(=O)Nc2ccc(-c3nc4ccccc4o3)c(O)c2)cc1,-12,1.6,-8,5,-14,-1.0,49,7,5
Cn1c(C(C#N)C(=O)c2sc3ccccc3c2Cl)nc2ccccc21 (centres undefined),5,0.2,8,-4,5,-0.7,-14,-6,49
CC(C)n1c(SCC(=O)N2CCCC2)nc2c1c(=O)n(C)c(=O)n2C,0,0.4,11,3,-9,-0.4,-3,12,-10
O=C(NCCC1=CCCCC1)c1ccc(Cl)c(S(=O)(=O)N2CCOCC2)c1,.,0.8,15,-11,-19,-0.4,5,18,9
CCc1cccc(NC(=O)C2CCCN(S(=O)(=O)c3c(C)[nH]c(=O)[nH]c3=O)C2)c1 (centres undefined),.,-1.0,-2,6,0,.,-10,7,-12
CC1(C)CC2CC(C)(CN2C(=O)COC(=O)Cn2[nH]c(=O)c3ccccc3c2=O)C1 (centres undefined),-15,0.4,2,-13,3,0.1,4,2,8
CCOC(=O)C(CC)n1cnc2sc3c(c2c1=O)CCC3 (centres undefined),-16,1.5,13,1,-3,0.9,-7,1,-4

# Quoted at random: 5 entries already listed.
SMILES,S1P1 ag-PAM,5HT1E ag,RORA act,HTR1E antagonist,5HT1a antag,S1P3 ag,SF1 activator,AP ELISA ortho,Ecoli tolC
CC1(C)CC2CC(C)(CN2C(=O)COC(=O)Cn2[nH]c(=O)c3ccccc3c2=O)C1 (centres undefined),-15,0.4,2,-13,3,0.1,4,2,8
O=C(c1ccc(S(=O)(=O)N2CCOCC2)cc1)N(c1ccccc1)C1C=CS(=O)(=O)C1 (centres undefined),-12,-0.2,-3,-7,-11,1.1,-5,4,-21
CCN(CC)CCCNc1oc(-c2cccc(Cl)c2)nc1C#N,-4,-0.7,6,-7,-7,-0.2,-5,5,5
CC(C)C1CC(c2csc(N)n2)CCO1 (centres undefined),9,0.5,-4,18,-6,-1.3,37,12,-21
CCc1cccc(NC(=O)C2CCCN(S(=O)(=O)c3c(C)[nH]c(=O)[nH]c3=O)C2)c1 (centres undefined),.,-1.0,-2,6,0,.,-10,7,-12

# High-throughput results (PubChem BioAssay)
